Compound activity (PubChem)
mcGAS RapidFire – blocks mouse cGAS cGAMP production. Q8C6L5. recombinant mouse cGAS, cGAMP by RapidFire MS. inhibition, % at 12.5 µM. 130,000 tested, 0.18% active. AID 1259397;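 active = inhibition of cGAS enzyme activity at or above 60%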;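 note: enzyme stimulated by 45 bp dsDNA with ATP and GTP substrates; cGAMP share of summed cGAMP plus half ATP and half GTP signals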
Target sequence (Q8C6L5 whole entry, looked up): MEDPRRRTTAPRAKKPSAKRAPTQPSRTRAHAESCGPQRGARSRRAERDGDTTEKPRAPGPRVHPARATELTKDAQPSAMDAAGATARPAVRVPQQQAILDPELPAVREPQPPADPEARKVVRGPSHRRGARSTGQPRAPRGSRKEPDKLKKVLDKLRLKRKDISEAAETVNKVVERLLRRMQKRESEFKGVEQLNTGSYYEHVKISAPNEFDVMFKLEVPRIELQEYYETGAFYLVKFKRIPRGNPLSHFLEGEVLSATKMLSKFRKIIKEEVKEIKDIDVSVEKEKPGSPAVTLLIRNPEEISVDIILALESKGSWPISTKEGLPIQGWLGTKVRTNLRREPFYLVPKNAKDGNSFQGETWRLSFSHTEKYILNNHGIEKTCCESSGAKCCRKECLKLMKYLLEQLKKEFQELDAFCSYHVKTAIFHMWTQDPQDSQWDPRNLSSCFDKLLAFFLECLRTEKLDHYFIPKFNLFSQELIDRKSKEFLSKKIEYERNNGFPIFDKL
Numbers without * were called inactive.

Sample of the layout, 2 compounds:
entry	canonical_smiles	mcGAS RapidFire
1	COC1CCC(N(C)S(=O)(=O)c2ccc(C)c(N(C)C)c2)CC1 (centres undefined)	-18
2	CC1CN(c2ncnc3sc4c(c23)CCCCC4)CC(C)O1 (centres undefined)	-7

The list itself, from the start:
entry	canonical_smiles	mcGAS RapidFire
1	COC1CCC(N(C)S(=O)(=O)c2ccc(C)c(N(C)C)c2)CC1 (centres undefined)	-18
2	CC1CN(c2ncnc3sc4c(c23)CCCCC4)CC(C)O1 (centres undefined)	-7
3	Cc1ccc(/C=C2/C(=N)N3N=C(C(F)(F)F)SC3=NC2=O)cc1	29
4	O=C(NC1CCCN(CCc2ccccc2)C1)c1ccccc1N1CCOCC1 (centres undefined)	-8
5	CS(=O)(=O)CCNC(=O)C1(N2CCCC2)CCCC1	-28
6	NS(=O)(=O)c1ccc(C(=O)N2C[C@H]3CC[C@H]2C3)cc1	2
7	CC(C)C[C@@H](CO)n1cc(-c2ccnc3ccccc23)nn1	-11
8	CCc1ccc(OCCN(C)C(=O)c2ccc(C(C)=O)s2)cc1	-13
9	O=S(=O)(NCc1ccccc1)NCc1csc(-c2ncccn2)n1	-15
10	COc1cc(=O)n(-c2ccccc2C)nc1C(=O)NC1CCCCC1	-27
11	CCN1CCC(N(C)C(=O)Nc2ccc(Cl)cc2F)CC1C (centres undefined)	5
12	COc1cccc(C(=O)Nc2cccc(CS(C)=O)c2C)c1 (centres undefined)	-10
13	NS(=O)(=O)c1ccc(Cl)cn1	-11
14	CN(Cc1ccccc1)C1CCCN(Cc2ccc(N3CCNC3=O)cc2)C1 (centres undefined)	1
15	O=C(c1cc2ccccc2[nH]1)N1CCCC(c2nnc3ccccn23)C1 (centres undefined)	-1
16	c1ccc(-c2nc3c(ccc4ccccc43)[nH]2)nc1	2
17	CN(C(=O)NCC1CCCO1)C1CCS(=O)(=O)C1 (centres undefined)	-7
18	Cc1nc(N2CCCC2)nc(-c2ccc(S(C)(=O)=O)cc2)c1C	-7
19	O=P1(Nc2cccc(C(F)(F)F)c2)C=C(c2ccccc2)OC(c2ccccc2)=C1	-11
20	CC(OC(=O)CN1CSCC1=O)C(=O)NC(=O)NC1CCCCC1 (centres undefined)	-1
21	c1cncc(OCCCn2ccnc2-c2cccc3nonc23)c1	-17
22	COc1ccc(-c2cc3nc(CN4CCC4(C)C)[nH]c(=O)c3s2)cc1	10
23	c1nc(N2CCN(Cc3cc4n(n3)CCCNC4)CC2)c2[nH]cnc2n1	2
24	O=C(NC1CC1)C1CCCN(C2CCN(Cc3nccs3)CC2)C1 (centres undefined)	3
25	CC(C)NC(=O)c1cncc(-c2ccc(F)c(F)c2)c1	-6
26	COc1cccc(-n2c(=O)[nH]c3c(C(N)=O)nc(-c4ccc(OC)cc4OC)nc32)c1	-2
27	CN(C(=O)CSc1nnc(NC2CCCCC2)s1)C1CCS(=O)(=O)C1 (centres undefined)	3
28	Cc1nn(CCNC(=O)CN2CCOC2=O)c(C)c1Cl	-23
29	CN1CC2(CCN(C(=O)CCc3cc(Cl)no3)C2)OC1=O (centres undefined)	-6
30	NC(=O)[C@H](Cc1ccccc1)NC(=O)c1c2c(nc3cc(Br)ccc13)CCCC2	-13
31	CCc1c(C)nc(-c2ccc(OC)cc2)nc1N1CCNCC1	-4
32	CCC(C)C(=O)NNC(=O)C1(c2cccc(C(F)(F)F)c2)CCOCC1 (centres undefined)	-7
33	Cc1nc(C(C)C)ncc1C(=O)N1CCn2nc(C(=O)NC3CC3)cc2C1	-30
34	COc1cccc(-c2[nH]c3ccccc3c2C2c3ccccc3C(=O)N2CC(=O)O)c1 (centres undefined)	-3
35	COc1ccc(C(=O)NCCn2cc(SCC(=O)NCc3ccccc3)c3ccccc32)cc1	-8
36	COC(=O)c1ccc(C2c3c(oc4cc(C)c(C)cc4c3=O)C(=O)N2c2cc(C)on2)cc1 (centres undefined)	-9
37	Cc1ccsc1CNC(=O)CN(C)CC(=O)N1CCOCC1	-7
38	CC(C)CCCNC(=O)C1CC(C)Nc2ccccc21 (centres undefined)	-3
39	COCC(=O)N1CCC(C(=O)Nc2ccc(Oc3ccccc3F)cc2)CC1	-4
40	CC(Cn1cccn1)C(=O)N1CCC(Cc2cccc(C(=O)O)c2)CC1 (centres undefined)	-17
41	COc1ccc(-c2ccccc2OC(C)C(N)=O)cn1 (centres undefined)	-7
42	Cc1ccc(-c2cn3cccc(C)c3n2)cc1	-11
43	CCc1nc2ncc3c(=O)n(N)ccc3n2n1	-7
44	O=S(=O)(Cc1ccon1)N1CC2(CCCC2)c2ccccc21	2
45	O=C(CN1CCc2ccccc2C1)Nc1nc(-c2cc3ccccc3o2)cs1	4
46	O=C(COc1ccc([N+](=O)[O-])cc1)NCc1ccc2c(c1)OCO2	0
47	CN(C(=O)c1ccco1)C1CCS(=O)(=O)C1 (centres undefined)	-6
48	COc1cc(OC)c(NC(=O)C2CC3C=CC2C3)cc1F (centres undefined)	-3
49	O=C(Cc1cccnc1)Nc1cc(CCc2ccccc2)[nH]n1	-2
50	CCC(C)N(Cc1ccncc1)Cc1ccc(NC(C)=O)cc1 (centres undefined)	-22
51	CN(C)c1cc(C(=O)NCC(=O)Nc2ccc(Br)cc2)ccn1	11
52	COc1nc(N(c2ccccc2)c2ccccc2)nc(-n2ccnc2)n1	-20
53	CCCN1C(=O)C2(CCCCC2)NC1c1cnc(N2CCCC2)nc1 (centres undefined)	0
54	CNC(=O)c1nnc2n1CCN(C(=O)c1ccc(C)cc1C)C2	-17
55	C[C@@]1(O)CCN(C(=O)CCN)C[C@@H]1Cc1ccccc1	-31
56	CCOCCN1CCC=C(C2c3nc[nH]c3CCN2C(C)=O)C1 (centres undefined)	7
57	O=C(Nc1nccs1)c1ccccc1S(=O)(=O)N1CCCCC1	-4
58	COc1ccccc1N1CCN(C(=O)c2cccc([N+](=O)[O-])c2)CC1	-2
59	Cc1nc(NC(=O)CC2CCCC2)sc1-c1nccn1C(F)F	-15
60	COc1cc(NS(=O)(=O)NCc2ccccc2)cc(OC)c1	7

Remaining list, next part:
entry	canonical_smiles	mcGAS RapidFire
61	O=C(CCN1Cc2ccccc2C1=O)N1CCC2(CCCN(Cc3ccc(F)cc3)C2)C1 (centres undefined)	-5
62	Cc1ccc(CNC(=O)Cn2c(CO)cnc2SCc2cccc(C(F)(F)F)c2)cc1	-15
63	CCC(Nc1nccc(-c2ccc(C)nc2C)n1)c1cc(C)ccn1 (centres undefined)	-11
64	COc1ccccc1NC1=CC(=O)N(CCO)C1=O	-12
65	CCCCc1ccc(NC(=O)COc2cc(=O)n(-c3ccccc3C)nc2C(=O)OCC)cc1	4
66	CCCn1nccc1C(=O)NC[C@@H]1CCNC[C@H]1O	-28
67	Cc1[nH]ncc1CNC(C(=O)N1CCOCC1)c1ccccc1 (centres undefined)	2
68	COC(CNC(=O)C(NC(=O)c1cccs1)C(C)C)c1ccc(Cl)cc1 (centres undefined)	-2
69	O=C(c1cccnc1Cl)N1CCN(C/C=C/c2ccccc2)CC1	-7
70	CCOc1ccccc1C1CC(=O)Nc2c1ccc1c(O)cccc21 (centres undefined)	-23
71	N#Cc1ccc(N2CCOC3(CCCC3)C2)nc1	-4
72	Cc1cc(=O)oc(C)c1C(=O)NC1CCCCCCC1	-2
73	CC(C)(CNc1ncnc2ccc(F)cc12)S(C)(=O)=O	-16
74	Cc1cccnc1CN1CCN(Cc2c(CO)cnc(C)c2O)CC1	1
75	COC(=O)CN1N=C(C(=O)N2CCCC2)S(=O)(=O)c2ccccc21	-2
76	CCOC(=O)c1cc2c(=O)n3ccccc3nc2n(C(C)C)c1=NC(=O)c1ccco1	4
77	CN(CCNS(C)(=O)=O)c1ccc2ccc(F)cc2n1	-11
78	CC1CN(c2c(F)c(N)c3c(=O)c(C(=O)O)cn(C4CC4)c3c2F)C[C@H](C)N1 (some centres undefined)	-1
79	O=C(Nc1cccc(NC(=O)C2CC2)c1)c1ccccc1	-16
80	O=C(Cc1c(F)cccc1Cl)N1CCC(Cn2ccnc2)CC1	-6

Fetched one by one from above (six):
entry	canonical_smiles	mcGAS RapidFire
68	COC(CNC(=O)C(NC(=O)c1cccs1)C(C)C)c1ccc(Cl)cc1 (centres undefined)	-2
73	CC(C)(CNc1ncnc2ccc(F)cc12)S(C)(=O)=O	-16
77	CN(CCNS(C)(=O)=O)c1ccc2ccc(F)cc2n1	-11
61	O=C(CCN1Cc2ccccc2C1=O)N1CCC2(CCCN(Cc3ccc(F)cc3)C2)C1 (centres undefined)	-5
71	N#Cc1ccc(N2CCOC3(CCCC3)C2)nc1	-4
63	CCC(Nc1nccc(-c2ccc(C)nc2C)n1)c1cc(C)ccn1 (centres undefined)	-11

Other results.
entry	canonical_smiles	mcGAS RapidFire
81	Cc1cc(C)c(S(=O)(=O)Nc2ccc3oc(C)nc3c2)c(C)c1	-4
82	COc1ccccc1COCC(O)CN1CCN(C)CC1c1ccccc1 (centres undefined)	-2
83	CC(c1ccc2c(c1)OCCO2)N(C)C(=O)CCc1nnc(-c2ccc3c(c2)OCO3)o1 (centres undefined)	-6
84	O=C(c1ccc(Cl)cc1Cl)N1CCN(C(C(=O)N2CCc3ccccc3C2)C2CCCC2)CC1 (centres undefined)	-4
85	O=C1NCCN(C(=O)c2ccc(-c3ccco3)cc2)C1Cc1ccccc1 (centres undefined)	-15
86	CC(O)[C@@H](NC(=O)C1(c2ccccc2)CCN(C(=O)OC(C)(C)C)CC1)C(=O)O (some centres undefined)	-12
87	CCN1C(=O)/C(=C2/C=Cc3cc(OC)ccc3N2CC)SC1=S	-6
88	CCOc1ccc(Nc2cc(C(=O)N3CCSCC3)nc3cc(OC)c(OC)cc23)cc1	-10
89	c1ccc(-n2nc(C3CC3)nc2-c2cccc(-n3cnnc3)c2)cc1	-9
90	CCc1cccc(NC(=O)c2ccc(S(=O)(=O)NCC(C)O)cc2)c1 (centres undefined)	-27
91	CCCOc1ccc(Br)cc1-c1cc(-c2ccc(Cl)cc2)[nH]c1-c1ccncc1	-13
92	CC(CCCC(C)(C)O)CCN1CCC2(CC1)C(=O)NCCCN2C (centres undefined)	-15
93	COc1ccc(C=CC(=O)Nc2nnc(C)s2)cc1OC	-5
94	O=C(CC1CCCC1)NCC(CO)Cc1ccc(F)cc1 (centres undefined)	-1
95	CCC1CCCCN1c1ccn2c(=O)[nH]nc2n1 (centres undefined)	2
96	COc1cc(OC)cc(-c2cn(S(=O)(=O)c3ccc(C)cc3)nc2N)c1	-3
97	Cc1cccc(CN(CCN(C)C)C(=O)C2CCc3cn[nH]c3C2)c1 (centres undefined)	-1
98	NC(=O)c1ccc(C(=O)OCc2c(Cl)nc3sccn23)cc1	-1
99	O=C(Cc1csc(-c2ccsc2)n1)NCC1CCCCC1	0
100	CCc1cnc2c(c1NCCCN(C)C)c(=O)n(C)c(=O)n2C	-3
101	Cc1cc(C)c(NC(=O)C2CCCN2CCOC(=O)c2cccc([N+](=O)[O-])c2)c(C)c1 (centres undefined)	1
102	Cc1ccnc(NC(=O)Cc2ccc(NC(=O)OC(C)(C)C)cc2)c1	-6
103	CC1CCc2c(sc3nc(CN(C)C)[nH]c(=O)c23)C1 (centres undefined)	-10
104	COCCn1c(=NC(=O)c2nc3ccccc3s2)sc2ccccc21	-6
105	CCOc1ccc(C2=NOC(C)C(=O)N2Cc2cccc(F)c2)cc1 (centres undefined)	-8
106	COCCN(Cc1ccc(C)cc1)CC1CCCN(C2Cc3ccccc3C2)C1 (centres undefined)	-1
107	O=C1CC(c2ccccc2)Cc2nc3nc(-c4ccccc4)nn3cc21 (centres undefined)	-11
108	C=C(C)Cn1c(=O)c2c(nc3n(CCO)c(C)cn23)n(C)c1=O	-6
109	CCOC(=O)N1CCN(Cc2nc3c(c(=O)n(C)c(=O)n3C)n2Cc2cccc3ccccc23)CC1	-8
110	O=C1OC(c2ccccc2Cl)=N/C1=C\C=C\c1ccccc1	1
111	CCOC(=O)c1c(N)sc2c1C1CCN2CC1	-4
112	CN(Cc1ccccc1)CC(O)Cn1cnc2sccc2c1=O (centres undefined)	-5
113	NC1CCCN(c2cnc3ccccc3n2)CC1 (centres undefined)	19
114	NCC(=O)Nc1ccc(-c2cc3ccccc3o2)cc1F	10
115	CC(C)c1nc(NC(=O)CS(=O)(=O)C2CCCC2)n(C)n1	-3
116	CN(CCCc1cc(-c2ccc(F)cc2)n(C)n1)c1c(C#N)c(=O)n(C)c(=O)n1C	-20
117	Cc1cnc(C(=O)OC(C)c2nc(C(C)(C)C)no2)cn1 (centres undefined)	-2
118	O=C(NCCn1ncccc1=O)c1ccccc1C(F)(F)F	-10
119	COc1ccc(CC2(CO)CCN(Cc3ccc(OC(C)C)cc3)CC2)cc1	0
120	Cc1cc(=O)c(C(=O)OCC(=O)N2CCCC2=O)nn1-c1ccc(Cl)cc1	3
121	CC(=O)NC1C(=O)n2ccnc2C(C(=O)c2ccccc2)C1c1ccccc1 (centres undefined)	18
122	Cc1ccc(S(=O)(=O)C2(C(=O)N3CCC(NC(=O)OC(C)(C)C)CC3)CCC2)cc1	-2
123	Cc1cc(C)c2[nH]c(C)c(CC(=O)N3CCC(N4CCCC4=O)CC3)c2c1	-14
124	CCN1CCC(N(C)Cc2csc(CS(C)(=O)=O)n2)CC1C (centres undefined)	-9
125	CCOC(=O)Cn1cnc2c(nnn2C)c1=O	-6
126	CC1CCCC(NC(=O)CN2c3ccc(S(N)(=O)=O)cc3CC2C)C1C (centres undefined)	-8
127	O=C(CN(Cc1ccsc1)c1ccccc1)NC(=O)NCC(F)(F)F	-12
128	CC(C)=Cc1oc2ccc([N+](=O)[O-])cc2c1N1CC(C)OC(C)C1 (centres undefined)	-10
129	CN(CCCNC(=O)Nc1ccc(Cl)c(C(F)(F)F)c1)c1ccccc1	-1
130	O=C(c1cn[nH]n1)N1CCC(COc2ccc3c(c2)CCC3)CC1	-1
131	CCC(CC)n1nc(C)cc1NC(=O)c1ccco1	-10
132	COc1cccc(CN2CCN(Cc3cccnc3)CC2CCO)c1 (centres undefined)	-8
133	COc1cccc(CNC(=O)Cc2c(Cl)cccc2Cl)c1	-6

Copied from the list:
mcGAS RapidFire result of no. 93 = -5
mcGAS RapidFire result of no. 133 = -6
mcGAS RapidFire result of no. 108 = -6

The list is partial; count on the stated rates, not on these rows.
